CRE-bla Fsk: Cell signaling CRE-BLA (Fsk stim); 71,000 compounds, 2.5% hits; CHO CRE-bla reporter (cAMP response element driving beta-lactamase), forskolin EC10, beta-lactamase ratio; Potency, µM (titrated, usually from 38.2 µM), for inactives: at the highest dose activity change, negative = inhibition, actives largely listed as activators; active = well fitted activation curve with a large enough effect in the signal ratio, with a control signal flat, not every such curve was filed as active; inconclusive = small, poorly fitted or top-dose-only effect, or effect the other way, or a change in a side signal; the % refers to the signal ratio; note: potency is the fitted concentration of half-maximal effect; % of control where 0% means no effect
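CRE-bla CHO reporter cells treated with compound titration plus EC10 NKH 477 (water-soluble forskolin), incubated 3 h at 37 °C; CCF4 loading 2 h at room temperature, 460/530 nm emission ratio read, AC50 values derived for positive or negative modulators.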
BRCT PPI green: qHTS Assay for Inhibitors of BRCT-Phosphoprotein Interaction (Green Fluorophore); Breast cancer type 1 susceptibility protein (Homo sapiens), P38398; BRCA1 BRCT-phosphopeptide binding, green fluorescence polarization; Potency, µM (titrated, usually from 76.9 µM), for inactives: at the highest dose activity change, negative = inhibition, usual class: inhibitors; 75,000 compounds, 0.05% hits; AID 875, 2007;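 note: potency is the fitted concentration of half-maximal effect; plate controls were peptide without protein for full effect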
Target sequence (P38398 whole entry, looked up): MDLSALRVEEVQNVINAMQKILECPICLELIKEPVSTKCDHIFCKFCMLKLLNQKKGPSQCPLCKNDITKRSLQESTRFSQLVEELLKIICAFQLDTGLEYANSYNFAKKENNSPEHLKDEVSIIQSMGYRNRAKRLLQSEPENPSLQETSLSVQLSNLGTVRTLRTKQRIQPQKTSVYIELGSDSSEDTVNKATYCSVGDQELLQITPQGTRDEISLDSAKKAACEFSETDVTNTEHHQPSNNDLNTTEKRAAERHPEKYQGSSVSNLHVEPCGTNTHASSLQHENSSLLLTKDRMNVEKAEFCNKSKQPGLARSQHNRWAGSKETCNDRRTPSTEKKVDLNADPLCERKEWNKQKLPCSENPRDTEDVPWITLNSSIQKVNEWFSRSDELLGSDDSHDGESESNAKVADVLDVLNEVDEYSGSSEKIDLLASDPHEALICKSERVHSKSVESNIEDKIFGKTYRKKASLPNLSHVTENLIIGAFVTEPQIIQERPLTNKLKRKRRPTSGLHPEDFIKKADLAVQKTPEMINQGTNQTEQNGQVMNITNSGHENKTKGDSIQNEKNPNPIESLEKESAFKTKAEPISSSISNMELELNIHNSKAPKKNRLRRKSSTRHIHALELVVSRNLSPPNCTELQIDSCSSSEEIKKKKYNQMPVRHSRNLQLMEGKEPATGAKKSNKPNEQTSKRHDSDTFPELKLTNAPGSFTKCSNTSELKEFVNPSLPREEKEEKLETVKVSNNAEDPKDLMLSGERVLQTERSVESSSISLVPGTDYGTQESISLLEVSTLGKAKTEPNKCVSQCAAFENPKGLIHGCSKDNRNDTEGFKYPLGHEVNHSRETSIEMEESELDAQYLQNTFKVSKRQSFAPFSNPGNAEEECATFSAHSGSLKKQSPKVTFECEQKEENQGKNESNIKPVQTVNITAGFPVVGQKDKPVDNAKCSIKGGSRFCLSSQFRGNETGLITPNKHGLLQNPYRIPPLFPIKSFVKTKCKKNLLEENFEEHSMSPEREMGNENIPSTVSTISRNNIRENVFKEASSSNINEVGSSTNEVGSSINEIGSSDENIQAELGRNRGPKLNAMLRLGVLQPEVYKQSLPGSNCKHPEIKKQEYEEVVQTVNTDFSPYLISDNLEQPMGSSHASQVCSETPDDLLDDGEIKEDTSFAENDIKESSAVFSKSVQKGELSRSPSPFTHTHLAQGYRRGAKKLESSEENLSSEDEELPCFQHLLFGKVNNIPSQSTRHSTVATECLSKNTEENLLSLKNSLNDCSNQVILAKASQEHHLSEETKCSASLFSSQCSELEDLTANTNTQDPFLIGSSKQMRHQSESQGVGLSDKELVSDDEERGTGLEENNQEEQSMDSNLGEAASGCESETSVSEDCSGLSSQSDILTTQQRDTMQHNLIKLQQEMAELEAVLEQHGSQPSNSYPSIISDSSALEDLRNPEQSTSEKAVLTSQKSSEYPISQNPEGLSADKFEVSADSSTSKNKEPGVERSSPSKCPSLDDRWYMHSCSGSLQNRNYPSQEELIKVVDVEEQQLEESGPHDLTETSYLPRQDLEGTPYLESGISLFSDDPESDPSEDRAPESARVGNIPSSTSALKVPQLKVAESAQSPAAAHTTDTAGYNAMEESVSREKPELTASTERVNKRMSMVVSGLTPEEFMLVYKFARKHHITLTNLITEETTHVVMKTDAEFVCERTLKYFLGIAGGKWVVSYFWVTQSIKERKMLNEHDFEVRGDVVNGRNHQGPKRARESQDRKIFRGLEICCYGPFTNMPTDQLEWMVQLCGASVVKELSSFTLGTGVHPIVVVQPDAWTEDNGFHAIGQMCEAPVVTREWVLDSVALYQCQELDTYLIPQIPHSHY
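Fluorescence polarization: His-tagged BRCT (~35 kDa BRCA1 C-terminus, 250 nM) bound to 100 nM fluorescein-labeled phosphorylated 10-aa BACH1 peptide, pH 7.3 phosphate buffer with DTT and Tween 20. Compounds incubated 12 min at room temperature; inhibition read as lowered polarization.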
GFP derepression: qHTS Assay for Epigenetic Modulators; Potency, µM (top dose mostly 46.1 µM), without a hit: at the highest dose GFP derepression (activation); 68,000 compounds, 0.09% hits; mouse C127i GFP locus derepression, cytometry, 30 h; AID 597, 2007; note: % of control where 0% means no effect
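Murine C127i mammary cells carrying a silenced, stably integrated CMV-driven GFP reporter were treated with compound for 30 hours at 37 C. After PBS washes, GFP-positive cells were counted by laser-scanning microplate cytometry.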
4-MU autofl: qHTS Assay for Spectroscopic Profiling in 4-MU Spectral Region; compound autofluorescence, 340/450 nm, 4-MU equivalents; active compounds read high; max dye-equivalent concentration, M; 59,000 compounds, 11% hits; in the data active = max dye-equivalent concentration above about 10 nM; inconclusive = mostly about 1.1 nM to 9.6 nM
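Compounds in 100 mM Tris, pH 8.0, sat 15 min at room temperature before fluorescence was read at 340 nm excitation/450 nm emission; a per-plate six-point 4-MU standard curve converted signals to dye-equivalent concentration at each compound concentration.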
DNA Pol III inh: qHTS Assay for Inhibitors of DNA Polymerase III Holoenzyme System. Potency, µM (series often up to 57.1 µM), for the others: at the highest dose activity change, negative = inhibition. reconstituted DNA polymerase III holoenzyme replication, biochemical. 71,000 compounds, 0.25% hits; note: potency is the fitted concentration of half-maximal effect; % is set by controls: 0 for no effect and ±100 for the full control effect
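Reconstituted *E. coli* holoenzyme (0.35 nM Pol III, 1 nM beta, 154 nM SSB, 2 nM primase) was preincubated with compound for 15 min at RT. Synthesis on 1.4 nM ssM13Gori ran 35 min, then was stopped with PicoGreen/EDTA and read as dsDNA fluorescence.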
HBB splicing: qHTS Assay for Modulators of Hemoglobin Beta Chain Splicing; AID 925, 2007; 65,000 compounds, 0.06% hits; Potency, µM (highest dose often 46.1 µM), for inactives: at the top dose activation, hits mostly activators; HBB splicing reporter cell assay, activation; EGFP reporter with mutant IVS2-654 intron; response scale: normalised to 500 nM splice-correcting PNA; note: potency is the fitted concentration of half-maximal effect; 0% is about no effect
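Compounds were applied for 2 days to HeLa EGFP-654 cells, 500/well in Optimem with 2% FCS. The reporter's EGFP is disrupted by mis-splicing of beta-globin intron IVS2-654. Readout: summed well GFP fluorescence from 488 nm laser scanning; reference was 500 nM antisense […] 654 PNA.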
ALOX15 inhib: qHTS Assay for Inhibitors of 15-hLO (15-human lipoxygenase). 74,000 compounds, 1.4% hits. purified 15hLO-1, xylenol orange hydroperoxide absorbance. Polyunsaturated fatty acid lipoxygenase ALOX15 (Homo sapiens), P16050. Potency, µM (titrated, usually from 57.1 µM), for the others: at the top dose activity change, negative = inhibition, usual class: inhibitors; note: potency is the fitted concentration of half-maximal effect; % is set by controls: 0 for no effect and ±100 for the full control effect; nearly all actives have a fitted effect of over 55% in size
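Purified human 15hLO-1 (40 nM) in 25 mM Hepes pH 7.5, 0.01% Triton X-100, preincubated 15 min RT with compound, then 50 uM arachidonic acid for 6 min. Hydroperoxide read by ferrous/xylenol orange, 30 min; 573/405 nm absorbance ratio gave progress.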
BRCT inh red: qHTS Assay for Inhibitors of BRCT-Phosphoprotein Interaction (Red Fluorophore). Breast cancer type 1 susceptibility protein (Homo sapiens), P38398. BRCT-phosphopeptide binding, red fluorescence polarization. Potency, µM (titrated, usually from 76.9 µM), without a hit: at the top dose activity change, negative = inhibition, actives largely listed as inhibitors. 75,000 compounds, 0.03% hits; note: % is set by controls: 0 for no effect and ±100 for the full control effect
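Fluorescence polarization: 100 nM His-tagged BRCA1 BRCT with 100 nM TAMRA-labelled phospho-BACH1 decapeptide, phosphate buffer pH 7.3 with 150 mM NaCl, DTT, 0.01% Tween 20; 12 min RT. Binding inhibition seen as FP decrease.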
A350 autofl: qHTS Assay for Spectroscopic Profiling in A350 Spectral Region; Compound autofluorescence, 340/450 nm, Alexa 350 dye-equivalents; active compounds read high; max dye-equivalent concentration, M; 59,000 compounds, 11% hits; AID 590, 2007; in the data active = max dye-equivalent concentration above about 10 nM; inconclusive = mostly about 1.1 nM to 9.6 nM
Hsp90 Hop PPI: qHTS Assay for Disrupters of an Hsp90 Co-Chaperone Interaction. Hsp90 C-terminal peptide / TPR2A (Hop) interaction, human. AlphaScreen TPR2A-His6 binding biotin-Hsp90 C-terminal peptide. Potency, µM (highest dose often 57 µM), inactives show at the top dose activity change, negative = inhibition. 71,000 compounds, 0.44% hits; active = well fitted curve in either direction with a large enough effect; inconclusive = small, poorly fitted or top-dose-only effect, or another doubt; note: potency is the fitted concentration of half-maximal effect; % is set by controls: 0 for no effect and ±100 for the full control effect; many of its hits are not listed in these tables
Ub-GFP proteasome: Ubiquitin-GFP Assay. Ubiquitin-GFP reporter cells, proteasome inhibition, GFP fluorescence; response scale: untreated = 0%, 10 µM MG-132 = 100%. Potency, µM (top dose mostly 45.9 µM), for inactives: at the highest dose activation (GFP accumulation), actives largely listed as activators. 67,000 tested, under 10 active; active = well fitted activation curve with a large enough effect, not every such curve was filed as active; inconclusive = small, poorly fitted or top-dose-only effect, or another doubt; inactive = no such curve, though single readings can be large or run the other way; note: potency is the fitted concentration of half-maximal effect
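U2OS cells stably expressing ubiquitin(G76V)-GFP, seeded overnight in 0.5% FBS medium, were exposed to compounds (qHTS, 46 uM to 2.9 nM) for 4 hr at 37 °C. GFP-positive cells were counted by laser cytometry (488 ex/515 em), normalized between basal and 10 uM MG-132.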
Numbers without * were called inactive; i = inactive; ? = inconclusive; . = not tested or not shown; [ ] = dose if it differs, or a comment. Unless noted, calls come from the whole dose curve; as a rule, active = well fitted curve in the direction sought with a large enough effect; inconclusive = small, poorly fitted or top-dose-only effect, or another doubt; inactive = no such curve, though single readings can be large; an effect the other way counts as inactive or inconclusive.

| molecule | CRE-bla Fsk | BRCT PPI green | GFP derepression | 4-MU autofl | DNA Pol III inh | HBB splicing | ALOX15 inhib | BRCT inh red | A350 autofl | Hsp90 Hop PPI | Ub-GFP proteasome |
| --- | --- | --- | --- | --- | --- | --- | --- | --- | --- | --- | --- |
| COC(=O)N1CC(=O)N(OC)C1c1ccc(Cl)cc1Cl (configuration not stated) | 0% | -1.3% | 6% | i | -3% | -0.3% | -1% | 0.0% | i | -1% | -6% |
| O=P1(O)C=C(c2ccccc2)NC(c2ccccc2)=C1 | -9% | -0.7% | 6% | i | -3% | 0.1%[57.5 µM] | 8% | 2.2% | i | 1% | 2% |
| O=C(O)CNCC1COc2ccccc2O1 (configuration not stated) | 6% | -11% | -1% | i | 3% | 2.0% | -7% | -0.4% | i | -4% | 3% |
| CCCn1c(SCC(=O)Nc2nnc(CC)s2)nc2c1c(=O)n(C)c(=O)n2C | 11% | -0.5% | 0% | i | -7% | 0.0%[57.5 µM] | 4% | 1.2% | i | 1% | -1% |
| CSc1ccccc1NC(=O)C1CC(c2ccccc2O)=NO1 (configuration not stated) | ? | -0.7% | 0% | i | -5% | 0.2% | ? | -2.6% | i | -12% | -3% |
| COC(=O)C1=C(C)NC(C)=C(C(=O)OC(C)C)C1c1cccc2nonc12 (configuration not stated) | ? | -2.4% | -1% | . | -2% | . | ? | 0.8% | . | -11% | 9% |
| Fc1cccc(-c2cc3nc4c(c(N5CCN(c6cnccn6)CC5)n3n2)CCCC4)c1 | -17% | -1.6% | -1% | ? | 0% | -1.4% | 5% | 0.1% | ? | 0% | 1% |
| Cc1ccc2nc(NC3=NCN(Cc4ccccc4)CN3)nc(C)c2c1 | 11% | -1.0% | 0% | i | -9% | -1.1%[57.5 µM] | 6% | -0.5% | i | -3% | -1% |
| Cn1c(=O)[nH]c(=O)c2c1nc(Br)n2CC(O)COCc1ccccc1 (configuration not stated) | 14% | -1.6% | -2% | ? | -4% | 3.3%[0.369 µM] | 6% | -1.8% | ? | 0% | . |
| CC1CCN(CC[S-])CC1.O.O.[Cl][Pt] | -14%[7.6 µM] | 0.1%[15.4 µM] | 16%[9.22 µM] | i | -18%[11.4 µM] | 4.1%[9.22 µM] | ? | 0.2%[15.4 µM] | i | ? | ? |
| CC(=O)NC(C)C(=O)OCC(=O)Nc1ccc(Br)cc1 (configuration not stated) | -6% | -2.5% | 0% | . | 13% | -3.5% | 3% | 0.6% | . | -1% | 0% |
| O=C(NC12CC3CC(CC(C3)C1)C2)N1CCCC(CO)C1 (configuration not stated) | 4% | -0.5% | -2% | i | 1% | -0.7% | 7% | 0.6% | i | -3% | -3% |
| COc1ccc(OC)c(C2CC(=O)N3CN(c4ccccc4F)CSC3=C2C#N)c1 (configuration not stated) | 12% | -1.2% | . | . | -6% | 1.0% | ? | -2.3% | . | -5%[2.3 µM] | -18% |
| CCC(Sc1nc(-c2ccccc2)c(C#N)c(=O)[nH]1)C(=O)Nc1cc(C)on1 (configuration not stated) | ? | 0.2% | -2% | . | -9%[11.4 µM] | -3.1%[0.0738 µM] | 3%[11.4 µM] | -1.4% | . | -6%[11 µM] | -9%[9.17 µM] |
| Cc1ccc(-n2c3c(cc(C(=O)NC4CCSC4=O)c2=O)C(=O)CCC3)cc1 (configuration not stated) | -7% | 0.9% | -2% | i | -3% | 0.0% | 6% | -0.6% | i | -6% | 0% |
| Cc1cc(C)cc(N(CC(=O)NCC2CCCO2)S(=O)(=O)c2c(C)noc2C)c1 (configuration not stated) | -6% | -1.1% | -3% | . | 1% | 0.0% | -1% | -0.7% | . | 0% | 5% |
| CC1C(c2ccccc2)=[N+]([O-])C2(CCCC2)N1O (configuration not stated) | -1% | -1.4% | 5% | . | -1% | -3.5% | 4% | -0.4% | . | -4% | 1% |
| CCN(CCNC(=O)C1CCCN(S(=O)(=O)CC)C1)c1ccccc1 (configuration not stated) | ? | -2.6% | -1% | i | 0% | -5.2% | 2% | -0.6% | i | 0% | 12% |
| CCCn1nc(-c2nnc(-c3ccc(C)c(C)c3)o2)c2ccccc2c1=O | ? | -1.8% | 2% | i | -4% | 0.1% | -6% | 1.2% | i | -3% | 1% |
| Cc1cccc(NC(=O)Cn2c(=O)n(C)c3ccccc32)c1 | 5% | -0.2% | -1% | i | -4% | 3.2% | 2% | -0.9% | i | -2% | -1% |
| CCOC(=O)c1ccc(NC(=O)c2ccc3c(c2)OCO3)cc1 | ? | -1.9% | -3% | i | 1% | -1.7% | 8% | 1.3% | i | -1% | -16% |
| Cc1c(/C(O)=C2/C(=O)C(=O)N(Cc3cccnc3)C2c2cccs2)cnn1-c1ccccc1 (configuration not stated) | -6% | 0.5% | 2% | ? | -4% | -0.2% | -3% | -0.9% | ? | -4% | -1% |
| COc1cccc(NC(=O)CSc2nnc(-c3ccc(C)cc3)o2)c1 | -7% | -0.6% | 0% | . | -2% | -0.6% | 1% | 0.8% | . | -2% | -6% |
| O=C(NC1CCCCC1)C(c1cccs1)N(CC1CCCO1)C(=O)c1csnn1 (configuration not stated) | -1% | 0.5% | -3% | i | -6% | -0.1%[57.5 µM] | 12% | 1.1% | i | 0% | -1% |
| O=C(Cc1ccc(-n2cccc2)cc1)N1CCN(c2ccccc2F)CC1 | ? | 1.3% | 1% | i | 4% | 1.1% | -9% | -0.2% | i | -11% | 7% |
| CCC(C)NC(=O)CS(=O)Cc1nc(-c2ccccc2C)oc1C (configuration not stated) | -3% | -2.4% | . | . | -8% | 0.2% | 6% | -1.3% | . | -4%[2.3 µM] | -6% |
| COc1cccc(CN(C(=O)c2cc3ccccc3oc2=O)C2CC2)c1 | 4% | -0.5% | -2% | i | -4% | 2.2% | -3% | -0.6% | i | 0% | -2% |
| Cc1ccc(OCc2nnc(SCC(=O)Nc3sc(C)c(C)c3C#N)n2C)cc1 | -6% | -1.7% | -2% | i | -2% | 0.3% | 2% | -0.2% | i | 0% | 5% |
| O=C(NCc1cccs1)c1ccccc1C(=O)NCc1cccs1 | 3% | -0.3% | -3% | ? | -4% | -0.2% | 4% | -1.2% | ? | 0% | 4% |
| Cc1cnc(CNc2ncnc3ccc(-c4cccc(NS(C)(=O)=O)c4)cc23)cn1 | 1% | -0.7% | -5%[9.22 µM] | i | 0% | 0.2% | -22% | 4.4% | i | 1% | 7% |
| CCOC(=O)c1ccc2nc(C)c3c(c2c1)OC(C)C3 (configuration not stated) | -1% | -1.4% | 4% | . | 5% | 0.2%[9.22 µM] | 0% | 1.4% | . | 1% | 6% |
| C[C@@H](C(=O)Nc1ccc2ccccc2c1)[C@H]1C[C@]1(C)[C@H](NC(=O)OCc1ccccc1)c1ccccc1 | ? | -3.8% | . | . | -4% | 3.6% | . | -2.3% | . | 1% | . |

Entries of single compounds, looked up by structure. Values in the order: CRE-bla Fsk, BRCT PPI green, GFP derepression, 4-MU autofl, DNA Pol III inh, HBB splicing, ALOX15 inhib, BRCT inh red, A350 autofl, Hsp90 Hop PPI, Ub-GFP proteasome
CSc1ccccc1NC(=O)C1CC(c2ccccc2O)=NO1 (configuration not stated) is entered as ?, -0.7%, 0%, i, -5%, 0.2%, ?, -2.6%, i, -12%, -3%
Cc1c(/C(O)=C2/C(=O)C(=O)N(Cc3cccnc3)C2c2cccs2)cnn1-c1ccccc1 (configuration not stated) is entered as -6%, 0.5%, 2%, ?, -4%, -0.2%, -3%, -0.9%, ?, -4%, -1%

3 compounds from above, sorted by the number in BRCT PPI green, ascending:
SMILES	BRCT PPI green
Cc1ccc(OCc2nnc(SCC(=O)Nc3sc(C)c(C)c3C#N)n2C)cc1	-1.7%
Cc1cc(C)cc(N(CC(=O)NCC2CCCO2)S(=O)(=O)c2c(C)noc2C)c1 (configuration not stated)	-1.1%
O=C(NC1CCCCC1)C(c1cccs1)N(CC1CCCO1)C(=O)c1csnn1 (configuration not stated)	0.5%

Screening results from PubChem BioAssay.
